Screening data: PubChem, several laboratories
VLA-4 inh – inhibition in a human VLA-4 binding assay. 0.2% of 330,000 active. AID 2557. inhibition, % (about 7 µM as worked out from the volumes in the protocol). VLA-4 expressing cells, ligand binding flow cytometry. P13612; in the data active = inhibition above about 50%
Target sequence (P13612 whole entry, looked up): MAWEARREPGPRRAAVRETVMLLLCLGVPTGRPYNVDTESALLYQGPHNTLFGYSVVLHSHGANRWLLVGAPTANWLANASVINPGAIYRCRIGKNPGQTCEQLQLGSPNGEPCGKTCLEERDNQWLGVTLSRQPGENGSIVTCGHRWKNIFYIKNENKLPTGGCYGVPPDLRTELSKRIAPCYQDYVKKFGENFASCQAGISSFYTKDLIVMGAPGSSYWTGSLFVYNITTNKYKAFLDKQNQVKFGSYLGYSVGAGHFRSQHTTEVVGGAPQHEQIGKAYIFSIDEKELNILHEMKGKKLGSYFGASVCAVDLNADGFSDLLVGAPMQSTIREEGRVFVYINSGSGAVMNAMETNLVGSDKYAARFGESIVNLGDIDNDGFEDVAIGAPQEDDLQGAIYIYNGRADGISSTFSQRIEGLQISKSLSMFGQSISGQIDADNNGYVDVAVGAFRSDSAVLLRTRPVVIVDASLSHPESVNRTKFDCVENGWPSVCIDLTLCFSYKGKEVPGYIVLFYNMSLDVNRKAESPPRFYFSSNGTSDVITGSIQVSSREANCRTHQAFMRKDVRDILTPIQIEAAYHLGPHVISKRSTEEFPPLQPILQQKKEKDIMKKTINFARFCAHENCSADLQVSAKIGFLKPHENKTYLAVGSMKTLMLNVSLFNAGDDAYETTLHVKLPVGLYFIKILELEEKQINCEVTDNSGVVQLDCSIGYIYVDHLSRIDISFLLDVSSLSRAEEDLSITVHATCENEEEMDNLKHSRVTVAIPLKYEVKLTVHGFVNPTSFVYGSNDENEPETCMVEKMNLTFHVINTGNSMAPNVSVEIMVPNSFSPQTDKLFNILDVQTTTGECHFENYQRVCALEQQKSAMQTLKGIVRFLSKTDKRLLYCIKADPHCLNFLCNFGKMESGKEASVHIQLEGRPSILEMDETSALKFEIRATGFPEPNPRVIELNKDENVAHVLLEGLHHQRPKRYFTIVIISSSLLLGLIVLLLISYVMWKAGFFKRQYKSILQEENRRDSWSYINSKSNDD
PP5 inh – inhibitors of human protein phosphatase 5 (PP5); P53041; purified PP5c, OMFP substrate fluorescence; inhibition, % at 6.7 µM; 0.18% of 320,000 active;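 active = inhibition above the campaign's mean inhibition across all tested compounds plus 3 SD, cut at about 9.5% in these data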;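 note: 0% = DMSO only and 100% = 100 µM cantharidin control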
Fh CTSL1 inh – blocks F. hepatica cathepsin L1 in PFM18AAP counter-screen. 0.49% of 300,000 active. inhibition, % at 5.96 µM. recombinant F. hepatica cathepsin L1, Z-Leu-Arg-MCA fluorescence;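 active = inhibition above the mean of all tested compounds plus 3 SD, set per screening campaign, cut at about 17% in these data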;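 note: 0% = plate median of test compound wells and 100% = 1 µM Z-Phe-Ala-diazomethylketone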
procasp7 counter – activates human procaspase-7, counter-screen for procaspase-3 activators; P55210; recombinant procaspase-7, Ac-DEVD-pNA absorbance 405 nm; D23A/D198A/D206A triple mutant, cannot self-cleave; scale: DMSO 0, 5 µM enzyme 100; activation, % at 8.5 µM; 0.093% of 330,000 active; AID 463210;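 active = percent activation above the screen-wide mean plus 3 SD, cut at about 25% in these data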
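System: Procaspase-7 triple mutant (PC-7 D3A); measure: % activation from two-timepoint absorbance difference, scaled to controls; times: 1 h compound preincubation, 2 h substrate cleavage, 25 °C; also added: Ac-DEVD-pNA substrate, 400 µM as added; measured by: Epi-absorbance of released pNA at 405 nm, two timepoints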
proCasp3 act – activates human procaspase-3; P42574; recombinant procaspase-3 D3A, Ac-DEVD-pNA absorbance 405 nm; activation, % at 8.5 µM; 0.11% of 330,000 active;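 active = activation above the mean of all tested compounds plus 3 SD, cut at about 21% in these data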;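 note: 0% = DMSO alone and 100% = DMSO wells spiked with extra 5 µM PC-3 D3A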
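Compound: 8.5 µM single point, 0.8% DMSO / Material: Autoprocessing-dead procaspase-3 D3A mutant enzyme / Timing: 1 h preincubation plus 2 h reaction at 25 °C / Medium: Zinc-free HEPES/NaCl buffer with 0.01% Triton X-100 at pH 7.4 / Technique: 405 nm absorbance of p-nitroaniline, reads at 0 and 120 min / Repeats: one well per compound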
JMJD2C inh – blocks human GASC-1 demethylase activity; 0.069% of 330,000 active; inhibition, % at 2.35 µM; GST-JMJD2C(1-420) H3K9me3 demethylation, DELFIA europium; Q9H3R0;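 active = more than half of a compound's replicate wells show inhibition beyond 50%, single wells judged on their own value; inconclusive = some, but no more than half, of replicates pass 50% inhibition; inactive = no replicate passes 50% inhibition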;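 note: signal counts dimethyl H3K9 product captured on neutravidin plate; 0% = median of DMSO wells and 100% = 0.3 times that DMSO median; strong numbers were not always called active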
GRK2 aptamer HTS – inhibitors of human GRK2 displacing RNA aptamer | P25098 | bead flow cytometry, FAM-aptamer displacement from GRK2 | inhibition of aptamer binding, % at 10 µM | 0.59% of 330,000 active | AID 488847;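 active = inhibition of aptamer binding above 40%, roughly 3 SD of noise, on plates passing a quality check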;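 note: median bead fluorescence of bound FAM aptamer so fluorescent compounds give negative values; no value below 0 was filed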
PP1 inh – PP1-alpha (human) inhibition in PP5 counter-screen; inhibition, % at 6.7 µM; 0.9% of 320,000 active; purified PP1alpha, OMFP fluorescence; P62136;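 active = inhibition above the mean inhibition of all tested compounds plus 3 SD, computed separately for each screening campaign, cut at about 15% in these data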
core dimer inh – blocks dimerization of HCV core protein; AID 1899; 0.33% of 300,000 active; inhibition, % at 5 µM; TR-FRET GST/Flag-core106 dimerization, 1536-well;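 active = inhibition above the mean of all tested compounds plus 3 SD, set per screening campaign, cut at about 45% in these data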
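Assay system: Tagged HCV core106 pair (GST and Flag) | Buffer or medium: KF-containing HEPES buffer, pH 7.45, DTT, CHAPS, BSA | Also added: Eu donor and XL665 acceptor anti-tag antibodies | Dosing: One concentration, 5 µM, in 0.5% DMSO | Timing: 4 h at 22.5 °C | Technique: TR-FRET 671 and 617 nm emission | Repeats: Singlicate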
* hit, by the source's call; ? = inconclusive; . = no result given.

no.	Compound	VLA-4 inh	procasp7 counter	Fh CTSL1 inh	core dimer inh	PP1 inh	PP5 inh	JMJD2C inh	proCasp3 act	GRK2 aptamer HTS
1	COc1ccc(/C=N/c2nc3ccccc3n2CCN2CCCCC2)cc1OC	20	7	0	-2	8	2.7	8	3	0
2	CC(=O)c1sc2nc(-c3ccccc3)cc(C)c2c1N	3	-11	-2	0	1	1.8	-20	-2	0
3	COc1ccc(OC)c(-n2c(SCC(C)=O)nnc2-c2cccc(S(=O)(=O)N(C)C)c2)c1	11	-3	1	2	-2	-1.6	3	9	0
4	Cc1cc(NC(=O)/C=C/c2ccccc2)c(C(C)C)cc1O	-16	5	1	2	-2	-1.0	6	1	4
5	O=C1C(C=NCC2CCCO2)=C(O)c2ccccc21 (configuration not stated)	-7	2	7	-2	-15	2.9	-2	11	1
6	Cc1ccc(C(=O)O)cc1NC(=S)NC(=O)Cc1ccccc1	4	1	-1	-6	1	0.8	5	2	0
7	Cc1cccc(N2CCN(C(=O)c3ccccc3NC(=O)C3CC=CCC3C(=O)O)CC2)c1 (configuration not stated)	-17	6	-2	-18	-4	2.6	8	1	2
8	CCOC(=O)c1cnc(SC2CC(=O)N(c3cccc(OC)c3)C2=O)nc1N (configuration not stated)	14	-26	-1	0	1	3.2	24	-23	3
9	Cc1ccc(S(=O)(=O)N2CCOCC2)cc1NC(=O)CSc1nc2ccccc2c(=O)n1Cc1ccccc1	-20	1	2	17	4	-1.4	-10	0	2
10	O=C(Nc1cc(Cl)cc(Cl)c1)C(NCCO)c1ccccc1 (configuration not stated)	8	1	-3	-4	5	5.0	23	-6	2
11	COc1cccc(NC(=O)CSc2ccccn2)c1	4	4	-2	-2	-4	0.3	16	1	3
12	CC1(C)CC(=O)C(C=Nc2cccnc2/N=C/C2=C(O)CC(C)(C)CC2=O)=C(O)C1	7	-21	0	-2	2	1.2	1	-14	1
13	COC(=O)Nc1ccc(S(=O)(=O)N2CCC(C(=O)NCc3ccc4c(c3)OCO4)CC2)cc1	10	-2	.	.	.	.	-14	8	0
14	CSCCC(NC(=O)COc1ccccc1)C(=O)NC1CCC(C)CC1 (configuration not stated)	-4	5	-3	-8	-3	1.9	.	2	3
15	COc1ccc(-c2nc(SCC(=O)N(CC(C)C)c3c(N)n(Cc4ccccc4)c(=O)[nH]c3=O)n[nH]2)cc1	2	8	-1	-1	-5	-0.3	5	-4	3
16	Cc1ccc(CNC(=O)Cn2cnc(S(=O)(=O)N3CCCCC3)c2)o1	7	-4	17*	-22	-6	2.8	8	9	0
17	CCOc1ccc(-n2c(SCC)nc3c(c2=O)SCC3)cc1	12	2	4	2	-1	2.7	2	-8	0
18	C/C(Cl)=C\Cn1c(N2CCCCCC2)nc2c1c(=O)n(C)c(=O)n2C	-15	3	3	0	-1	1.4	.	4	2
19	CCCCCC(=O)c1ccc(O)cc1O	-1	0	2	2	-3	0.2	-4	2	0
20	COc1ccccc1NCCC(=O)OCC(=O)NC1CC1	9	8	-25	-6	2	1.3	4	-9	1
21	Cc1nc(N)nc(N)c1CCCc1ccc(Cl)c(Cl)c1	-8	8	2	-3	7	2.8	-27	2	0
22	Cn1c(CC(=O)Nc2ccccc2)nnc1SCCOc1ccccc1	18	-18	-4	0	-1	3.2	-5	-3	0
23	CCN(CC)C(=O)c1sc2nc(Cc3ccccc3)[nH]c(=O)c2c1C	3	14	0	10	2	0.6	1	7	0
24	Cc1nn(CC(=O)NCc2ccccc2)c(=O)c2cccn12	-1	-1	-1	-10	1	1.9	.	14	5
25	O=C(Nc1ncccc1O)c1ccc2ccccc2c1	10	-5	3	-8	-2	1.1	3	4	1
26	COc1cc(NC(=O)COC(=O)c2n[nH]c3ccccc23)c(C)cc1[N+](=O)[O-]	-4	7	1	10	-1	-2.3	3	-4	0
27	CN(C)C1=NCCN1CCC1CCCC1	6	5	-2	13	-2	-1.1	-3	4	0
28	Oc1c(C(c2ccccc2)N2CCN(Cc3ccccc3)CC2)sc2ncnn12 (configuration not stated)	7	1	2	-1	4	3.2	9	0	1
29	N#CC1(NC(=O)CSc2nnc3n2CCCCC3)CCCCC1	12	0	.	.	.	.	6	3	0
30	c1ccc(-c2cc(-c3nn4c(-c5ccco5)nnc4s3)c3ccccc3n2)cc1	-12	18	8	38	0	0.7	0	-2	1

Compounds 20 to 21, reprinted for reference:
no.	Compound	VLA-4 inh	procasp7 counter	Fh CTSL1 inh	core dimer inh	PP1 inh	PP5 inh	JMJD2C inh	proCasp3 act	GRK2 aptamer HTS
20	COc1ccccc1NCCC(=O)OCC(=O)NC1CC1	9	8	-25	-6	2	1.3	4	-9	1
21	Cc1nc(N)nc(N)c1CCCc1ccc(Cl)c(Cl)c1	-8	8	2	-3	7	2.8	-27	2	0

(list continues)
no.	Compound	VLA-4 inh	procasp7 counter	Fh CTSL1 inh	core dimer inh	PP1 inh	PP5 inh	JMJD2C inh	proCasp3 act	GRK2 aptamer HTS
31	CN(C/C=C/C#CC(C)(C)C)Cc1cccc2ccccc12	7	-2	6	9	-3	0.9	?	2	4
32	CCN1C(=NCCc2ccccn2)N[C@@H](c2cccc(C(F)(F)F)c2)C(C(=O)OC)=C1C	1	3	.	.	.	.	2	2	10
33	Oc1ccc(-c2csc(Nc3cccc4ccccc34)n2)cc1O	-55	-30	7	-11	1	5.4	-8	-15	0
34	O=C(N/C(=C/c1cccc([N+](=O)[O-])c1)C(=O)N1CCCCC1)c1cccs1	2	2	1	-2	1	0.6	-4	1	4
35	CCn1nc(C(=O)NCC2COc3ccccc3O2)c2ccccc2c1=O (configuration not stated)	0	4	.	.	-4	-1.1	6	8	4
36	O=C(COC(=O)c1cccs1)Nc1ccccc1[N+](=O)[O-]	-1	-3	-8	3	1	0.6	-5	-8	6
37	CCN(C(=O)COC(=O)c1cc(-c2ccc3cc(OC)ccc3c2)nc2ccccc12)C1CCS(=O)(=O)C1 (configuration not stated)	-2	10	1	-20	-5	-1.0	-3	12	2
38	Cn1c(Cc2ccccc2)[n+](C)c2ccccc21	11	3	-7	3	-10	0.9	-2	4	1
39	O=C(NCc1ccccc1)C1=C[C@H](c2ccc(C(F)(F)F)cc2)C[C@H](OCc2ccc(CO)cc2)O1	.	11	2	11	8	3.5	5	10	.
40	O=[N+]([O-])c1cc2c(cc1/C=N/n1c(-c3ccccn3)n[nH]c1=S)OCO2	9	-12	-5	-5	-1	-1.9	-8	-18	0
41	Cc1ccc(-n2nnc3c(=O)oc4ccccc4c32)cc1	14	-3	-1	6	0	2.2	-1	13	0
42	CCc1cccc(N(C(=O)c2csnn2)C(C(=O)NC(C)(C)CC)c2ccccn2)c1 (configuration not stated)	-2	4	1	-3	-4	-3.8	7	5	2
43	Cc1cc(C)cc(OCC(=O)Nc2ccccc2C(=O)N2CCOCC2)c1	19	5	-1	-5	-2	1.8	5	2	1
44	O=C(c1ccc(Cl)c(Cl)c1)N1CCC(=O)N(C(COCc2cccc(Cl)c2)Cc2ccccc2)CC1 (configuration not stated)	.	1	0	18	20*	4.4	16	7	.
45	COCCNc1cc(N)c([N+](=O)[O-])cc1[N+](=O)[O-]	6	-6	4	-8	2	-2.4	-6	-5	2
46	O=C(CSC1CC(=O)N(CCc2ccccc2)C1=O)Nc1ccc(Cl)cc1 (configuration not stated)	9	-6	-1	1	-1	-0.2	9	-13	2
47	Cc1cc(NCCCN(C)C)n2c(nc3ccccc32)c1C#N	9	5	-9	3	-2	-0.7	-9	0	0
48	COc1cccc(C(=O)OCC(=O)c2c(N)n(C)c(=O)n(C)c2=O)c1	11	5	.	.	-5	-1.0	-2	4	0
49	CCOCCn1c(=NC(=O)c2cc3ccccc3oc2=O)sc2cc(S(N)(=O)=O)ccc21	1	3	3	10	-2	0.0	-1	4	2
50	Cc1cc(CNC(=O)Cc2ccc(F)cc2)c2ccccc2n1	7	8	5	-3	-1	0.7	1	9	2
51	CCN1CCN(C(=O)C2CCN(C(=O)c3cc4sccc4n3CC)CC2)CC1	-16	1	5	-11	-2	0.4	-2	1	1

Entries of single compounds from above:
`COc1cccc(C(=O)OCC(=O)c2c(N)n(C)c(=O)n(C)c2=O)c1` as listed: VLA-4 inh = 11; procasp7 counter = 5; Fh CTSL1 inh = .; core dimer inh = .; PP1 inh = -5; PP5 inh = -1.0; JMJD2C inh = -2; proCasp3 act = 4; GRK2 aptamer HTS = 0
`Oc1ccc(-c2csc(Nc3cccc4ccccc34)n2)cc1O` as listed: VLA-4 inh = -55; procasp7 counter = -30; Fh CTSL1 inh = 7; core dimer inh = -11; PP1 inh = 1; PP5 inh = 5.4; JMJD2C inh = -8; proCasp3 act = -15; GRK2 aptamer HTS = 0
